NTR1 ag: agonists of NTR1, primary screen, imaging, U2OS cells, beta-arrestin-GFP, high content (AID 493036); NTR1-U2OS beta-arrestin-GFP spot imaging, agonist mode; activation, % at 20 µM; 330,000 compounds, 0.17% hits;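 active = activation at or above 40% of the spot to cytoplasm intensity ratio, with at least 20 cells analyzed; inconclusive = wells under 20 cells, flagged as cytotoxic or low count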;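 also: 0% = DMSO without peptide and 100% = 100 nM NTR1 peptide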
Target sequence (P30989 whole entry, looked up): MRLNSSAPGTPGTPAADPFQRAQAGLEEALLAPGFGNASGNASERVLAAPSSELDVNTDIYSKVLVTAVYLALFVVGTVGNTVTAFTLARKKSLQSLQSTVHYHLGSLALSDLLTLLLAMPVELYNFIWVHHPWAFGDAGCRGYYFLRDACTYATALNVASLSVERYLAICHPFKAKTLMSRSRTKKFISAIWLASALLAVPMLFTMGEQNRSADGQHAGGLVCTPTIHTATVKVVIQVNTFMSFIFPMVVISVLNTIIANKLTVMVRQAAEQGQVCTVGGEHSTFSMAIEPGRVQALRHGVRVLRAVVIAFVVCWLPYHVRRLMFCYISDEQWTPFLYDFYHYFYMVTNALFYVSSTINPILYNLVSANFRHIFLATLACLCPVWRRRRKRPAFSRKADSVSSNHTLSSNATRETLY
TNAP activators: human TNAP enzyme activators, primary screen, biochemical, luminescent, no phosphate acceptor, uHTS (AID 1001); 200,000 compounds, 0.03% hits; one-dose activation fold at 20 µM; EC50 in µM for titrated hits; purified TNAP, luminescent activation assay, no phosphate acceptor; higher activation fold means a stronger effect; in the data active = activation fold from about 3, or a potency from the dose series; inactive = the rest, 99 in 100 with activation fold below about 1.6; also: many of its hits are not listed in these tables
K1F lysis inhibition: protection from phage-mediated lysis, alamar blue read-out – E. coli UTI89, K1F phage, bacterial capsule biogenesis inhibitors (AID 488966) | inhibition, % at 100 µM; hits with a dose series show IC50 in µM | 340,000 compounds, 0.02% hits | E. coli UTI89 K1F phage lysis, alamar blue, 2 h; higher % means a stronger effect;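 active = phage lysis inhibition, versus mean bacterial control, above a set limit; inconclusive = no clear call, values can overlap the other calls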;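 also: capsule biogenesis inhibitors block K1F phage lysis so surviving cells raise fluorescence; higher fluorescence means more inhibition of phage lysis; actives were called in the ten point dose series up to 300 µM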
PhoP inhibition: inhibitors of PhoP regulon expression, primary screen, Salmonella Typhimurium, GFP reporter (AID 1863); S. Typhimurium PhoP-regulated promoter GFP reporter, 4 h; higher % means a stronger effect; inhibition, % at 50 µM, or IC50 in µM where a hit was titrated; 300,000 compounds, 0.16% hits;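 active = inhibition over 29.93%, a cutoff 3 SD above the screen mean, later confirmed by dose response; inconclusive = inhibition over 29.93% but no dose response follow-up; inactive = inhibition at most 29.93% or unconfirmed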;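 also: 0% = low Mg2+ inducing control and 100% = high Mg2+ repressing control; strong numbers were not always called active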
Myeloid diff 2: compounds promoting myeloid differentiation | 360,000 compounds, 1% hits | ER-HoxA9 myeloid progenitors, lysozyme-GFP differentiation, flow cytometry | calls only at 10 µM;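 active = normalized GFP-positive differentiation at or above the plate's own cutoff, the solvent-only control mean plus 3 SD; inconclusive = no clear call, values can overlap the other calls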;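 also: cells exposed to compound for four days before flow analysis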
SV40 large T antigen: SV40 large T antigen inhibitors, biochemical (AID 1903); SV40 large T antigen ATPase/helicase inhibition assay; higher % means a stronger effect; inhibition, % at 20 µM, or IC50 in µM where a hit was titrated; 310,000 compounds, 0.39% hits; in the data active = a potency from the dose series; inconclusive = inhibition mostly from about 32% at the one dose, without a potency; inactive = the rest, 99 in 100 with inhibition below about 32%; also: strong numbers were not always called active
RSV antiviral HEp-2: RSV antiviral activity via CPE protection, HEp-2 cells, primary 10 µM value included (AID 2391) | HEp-2 cells, RSV-induced CPE inhibition; higher % means a stronger effect | CPE inhibition, % at 10 µM; hits with a dose series show IC50 in µM | 310,000 compounds, 0.13% hits; in the data active = a potency from the dose series; inconclusive = CPE inhibition mostly from about 23% at the one dose, without a potency; inactive = the rest, 99 in 100 with CPE inhibition below about 21%; also: strong numbers were not always called active
Rac1 GTP hydrolysis: MgcRacGAP GTPase-activating activity inhibitors, confirmation, biochemical, ADP Hunter fluorescence. AID 624330. 340,000 compounds, 0.6% hits. one-dose inhibition, % at 30 µM; IC50 in µM for titrated hits. MgcRacGAP-stimulated Rac1 GTP hydrolysis, ADP Hunter fluorescence; higher % means a stronger effect; GST-tagged Rac1 F28L mutant substrate;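 active = first-screen hits whose inhibition reached a set limit at any dose in the follow-up dose series; inconclusive = inhibition above the set first-screen limit but never retested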;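 also: fluorescence reports GDP produced by GAP-driven GTP hydrolysis; strong numbers were not always called active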
T cell HTS: T cell immune modulation candidate; AID 2052; 2C CD8+ T cell-vesicle binding, flow cytometry; active compounds read low; calls only at 7 µM; 330,000 compounds, 0.068% hits;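 active = response, share of CD8 T cells binding vesicles, and their 90th percentile fluorescence all below set limits, cut at about 80% in these data, passing the limit was not always enough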
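Material: murine 2C transgenic CD8+ T lymphocytes / Also added: QL9-peptide-loaded Drosophila micro-vesicles bearing Ld, ICAM-1 and B7-1 / Schedule: binding step 1.5 h, 37 °C, antibody labelling 20 min, ice / Signal: flow cytometry, PE anti-B7-1 (FL2) versus Alexa647 anti-CD8 (FL8), PFA-fixed / Evaluation: percent CD8+ FL2 mean versus row control / Benchmarks: naked versus QL9-loaded vesicles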
T cell HTS vesicle-bound %: further read-out of T cell HTS, marked with its call; double positive events, %; measured here: CD8+ vesicle-bound cell fraction;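 binding gate set so that unloaded-vesicle control wells show 10% double positive cells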
NTR1 ag cell count 20 µM: second read-out of NTR1 ag, no call of its own (marks repeat the call); cell count; measured here: cell count, cytotoxicity flag
Myeloid diff 2 GFP+ MAC1+ %: second read-out of Myeloid diff 2, no call of its own (marks repeat the call); GFP+ MAC1+ double positive, %; measured here: differentiation confirmed by MAC1 staining
The depositor's hits bear a star; i = inactive; u = inconclusive; x = no result given; [ ] = remark or other dose. The order is random (roughly 2.3% active in at least one column).

A first look:
SMILES | NTR1 ag | NTR1 ag cell count 20 µM | TNAP activators | K1F lysis inhibition | PhoP inhibition | Myeloid diff 2 | Myeloid diff 2 GFP+ MAC1+ % | SV40 large T antigen | RSV antiviral HEp-2 | Rac1 GTP hydrolysis | T cell HTS | T cell HTS vesicle-bound %
Nc1c(-c2ccccc2)nc(Cl)nc1-c1ccccc1 | 1.1 | 66 | 1 | 4.9% | 1% | i | 1.1 | 1% | 11% | 6% | i | 10
Cn1c(CC(=O)Nc2ccc(F)cc2)nnc1SCC(=O)Nc1nncs1 | 0.2 | 55 | x | 0.3% | 1% | i | 0.8 | 7% | 2.4% | 2% | i | 41
COC(=O)c1cn(C)c2ccc(S(=O)(=O)N3CCCC3)cc2c1=O | 0.9 | 82 | x | 0.1% | 3% | i | 0.6 | 12% | x | 1% | i | 12

The list itself, from the first entry:
SMILES | NTR1 ag | NTR1 ag cell count 20 µM | TNAP activators | K1F lysis inhibition | PhoP inhibition | Myeloid diff 2 | Myeloid diff 2 GFP+ MAC1+ % | SV40 large T antigen | RSV antiviral HEp-2 | Rac1 GTP hydrolysis | T cell HTS | T cell HTS vesicle-bound %
Nc1c(-c2ccccc2)nc(Cl)nc1-c1ccccc1 | 1.1 | 66 | 1 | 4.9% | 1% | i | 1.1 | 1% | 11% | 6% | i | 10
Cn1c(CC(=O)Nc2ccc(F)cc2)nnc1SCC(=O)Nc1nncs1 | 0.2 | 55 | x | 0.3% | 1% | i | 0.8 | 7% | 2.4% | 2% | i | 41
COC(=O)c1cn(C)c2ccc(S(=O)(=O)N3CCCC3)cc2c1=O | 0.9 | 82 | x | 0.1% | 3% | i | 0.6 | 12% | x | 1% | i | 12
O=S(=O)(c1cccs1)N1CCN(CCOc2ccc(Cl)cc2)CC1 | 1.3 | 63 | x | 0.1%[50 µM] | x | i | 0.5 | x | -0.2% | -3% | i | 22
C/C(=N\Nc1cc(Cl)nc(C)n1)c1ccccc1 | 0.3 | 60 | 1.1 | 9.2% | 2% | i | 3.8 | 10% | 4.5% | 15% | i | 37
Cc1ccc(N/C=C/C(=O)C(C)(C)C)c(O)c1 | 2.8 | 53 | 1 | 2.3% | 0% | i | 0.5 | 16% | 1.2% | 23% | x | x
COc1ccc(S(=O)(=O)N(C)CC(=O)NCc2ccccn2)cc1 | -0.6 | 50 | x | 0.0% | 1% | i | 0.3 | 1% | 0.6% | 10% | i | 30
COc1cc(/C=C/C(=O)OCC(=O)c2c(N)n(C)c(=O)n(C)c2=O)ccc1OC(F)F | 4.0 | 95 | 1.1 | 0.1% | -4% | i | 1.2 | 4% | 0.7% | 10% | i | 58
COc1ccc(C(=S)Nc2ccccc2)cc1 | -0.3 | 42 | 1.1 | -0.7% | 12% | i | 2.2 | 9% | 0.2% | -6% | i | 22
C=CCc1ccccc1OCC(O)CN1CCN(c2ccccc2F)CC1 (stereo not given) | 1.8 | 41 | 1.1 | 0.0% | -2% | i | 0.2 | 7% | 1.4% | 9% | i | 28
Cc1ccc(-n2c(C)cc(C)c(C#N)c2=O)cc1Cl | 2.6 | 44 | 1.1 | -2.7% | 6% | i | 0.5 | 19% | 2.4% | 4% | i | 40
Cc1cc(=O)[nH]c(-n2nc(C)cc2C)n1 | 0.0 | 47 | 1 | 0.5% | -12% | i | 0.6 | 17% | -1.3% | 10% | i | 17
CC(=O)COc1ncn(-c2ccccc2)n1 | 0.8 | 48 | 1.1 | -0.2% | 0% | u | x | 3% | 1.1% | 8% | i | 50
COCCNC(=O)CCCn1c(=O)c2cc(OC)c(OC)cc2n(CC(=O)c2cccc(OC)c2)c1=O | 2.5 | 46 | 1.1 | -0.2%[50 µM] | 23% | i | 0.7 | 8% | 0.0% | 14% | i | 49
O=C(c1cccnc1)N1C2C=CC(C2)C1(C(F)(F)F)C(F)(F)F (stereo not given) | -0.8 | 56 | 1 | -0.1% | -11% | i | 1.4 | 24% | 2.7% | -2% | i | 34
CCNc1ccc(C2(O)C(=O)c3ccccc3C2=O)cc1 | 1.3 | 81 | 1 | -0.2% | -3% | i | 0.1 | 1% | 0.1% | 4% | i | 37
COCCN(C(=O)COC(=O)CC1CCCCC1)c1c(N)n(Cc2ccccc2)c(=O)[nH]c1=O | 1.1 | 51 | x | 0.0% | -4% | i | 0.7 | 13% | 1.4% | 4% | i | 48
O=C(Nc1nnc(-c2ccccc2)o1)C1CCCN1S(=O)(=O)c1cccs1 (stereo not given) | -0.2 | 53 | x | 1.0%[50 µM] | -1% | i | 0.9 | 22% | -1.1% | 4% | i | 56
Cc1cnc(C(=O)OCC(=O)c2cccc3ccccc23)cn1 | 0.6 | 52 | x | 0.7%[50 µM] | -2% | i | 0.5 | 9% | -0.1% | 12% | i | 32
O=C(NCCc1ccccc1F)/C(=C/c1cccnc1)NC(=O)c1ccccc1 | -2.6 | 82 | 1 | 0.4% | 12% | i | 0.4 | 2% | 1.2% | -4% | i | 57
CS(=O)(=O)NCCNc1ccc(C(F)(F)F)cc1[N+](=O)[O-] | -1.5 | 44 | 0.9 | 0.7% | 3% | i | 0.5 | 10% | 2.4% | 3% | i | 10
Cc1ccc(C(=O)NNC(=O)c2ccc3ccccc3c2O)cc1 | -0.1 | 66 | x | 1.2% | -5% | i | 0.4 | 17% | 5.7% | 21% | i | 59
COc1ccc(C(=O)Nc2nnc(Cc3ccccc3)s2)c(OC)c1 | 0.7 | 58 | x | 0.1% | 8% | i | 0.5 | 6% | 4.7% | 5% | i | 26
Cc1ccc(CN(C(=O)c2ccco2)C(C(=O)NC2CCCC2)c2ccc(N3CCOCC3)cc2)cc1 (stereo not given) | 0.1 | 72 | 1 | 3.8% | 8% | i | 1.7 | 10% | 3.7% | 1% | i | 40
CCOC(=O)c1ccc(NC(=O)C2(c3ccccc3)CCCC2)cc1 | 5.2 | 86 | 1.1 | -0.1% | 3% | i | 1.1 | 4% | 1.8% | 12% | i | 19
Cc1cc(NC(=O)c2cccs2)ncc1NC(=O)c1cccc(F)c1 | -0.3 | 69 | 1 | 0.3% | 1% | i | 0.6 | 2% | 3.1% | -3% | i | 59
CN(Cc1ccccc1)C(=O)c1cc(S(=O)(=O)N2CCOCC2)cn1C | 1.0 | 101 | x | -0.8% | x | i | 0.6 | 19% | 1.3% | 11% | i | 34
CC(=O)c1cccc(NC(=O)C2CCCN(S(=O)(=O)c3ccccc3)C2)c1 (stereo not given) | 1.9 | 30 | 1.1 | 0.6%[50 µM] | -3% | i | 6.3 | 6% | 3.1% | 7% | i | 41
Cc1cc(N2CCOCC2)nc(-c2ccc([N+](=O)[O-])cc2)n1 | 3.4 | 39 | 1.1 | 0.3% | 0% | i | 0.3 | 3% | 2.1% | 8% | i | 12
O=C(CSc1nnc(SCc2ccc(Cl)cc2)s1)N1CCOCC1 | 1.1 | 89 | 1.1 | 0.8% | -6% | i | 1.0 | 13% | 3.2% | 4% | i | 56
COc1ccc(C(=O)N=C2SC3CS(=O)(=O)CC3N2c2ccc(N(C)C)cc2)cc1OC (stereo not given) | -1.3 | 51 | x | 0.1% | 3% | u | x | 9% | 4.7% | -6% | i | 31
COc1ncnc2sc(-c3ccccc3)cc12 | 0.3 | 48 | 1.2 | 0.4% | -14% | i | 5.9 | 1% | 8.0% | 4% | x | x
N#Cc1ccccc1NC(=O)CSc1nnc(-c2ccncc2)o1 | 1.9 | 49 | 1 | 0.1% | -4% | i | 0.2 | 21% | -1.9% | -1% | i | 23
CCCc1cc(C(N)=O)c(NC(C)=O)s1 | -0.3 | 62 | 1.1 | 2.0% | 15% | i | 1.0 | 0% | 0.6% | -5% | i | 30
Clc1ccc(Cn2c(-c3cccnc3Cl)nc3ccccc32)cc1 | 2.7 | 82 | 1 | 2.4% | -5% | i | 7.0 | -2% | 4.0% | -1% | i | 56
Clc1ccc(-c2csc(=Nc3cccnc3)n2CCCn2ccnc2)cc1Cl | 0.6 | 51 | 1 | 7.9% | 25% | i | 0.0 | 11% | 42% | 11% | i | 31
CC(C)(OC(=O)c1ccc(C(F)(F)F)cc1)c1cc2ccccc2c(=O)o1 | 1.0 | 62 | x | 2.9% | x | i | 0.7 | x | 0.6% | 8% | i | 42
CCCCC(=O)Nc1ccc(N2CCN(c3ccc(F)cc3)CC2)cc1 | 0.1 | 62 | x | 0.3% | 2% | i | 0.6 | 7% | 1.5% | 13% | i | 62
CCCCOc1ccc(C(=O)N/C(=C\c2ccc(OC)cc2)C(=O)OCc2ccco2)cc1 | 0.2 | 62 | 1.1 | 0.0% | -6% | i | 1.0 | 3% | 1.8% | 1% | i | 40
O=C(c1ccco1)N1CCC(c2nc3c(nnn3Cc3ccccc3Cl)c(=O)[nH]2)CC1 | -1.0 | 43 | x | 0.0% | 1% | i | 0.3 | 7% | 0.8% | 7% | i | 14
C[C@H]1CN([C@@H](C)CO)C(=O)c2cc(NS(=O)(=O)c3ccc(Cl)cc3)ccc2O[C@@H]1CN(C)CC1CCCCC1 | 3.0 | 55 | x | 0.2% | x | i | 0.4 | x | x | 8% | i | 11
Cc1ccc2nc(-c3ccncc3)c(NC3CCCCC3)n2c1 | 1.6 | 36 | 1.1 | 0.1% | 2% | i | 0.2 | 16% | -1.3% | 9% | i | 3
CC1Cc2ccccc2N1CC(=O)c1c(N)n(Cc2ccccc2)c(=O)n(C)c1=O (stereo not given) | 0.3 | 38 | 1.1 | 4.7% | 24% | i | 0.5 | 12% | u | 18% | i | 33

Bioassay records as filed in PubChem BioAssay.
